# From PubChem BioAssay
# APEX1 inh = inhibitors of human APE1 endonuclease. P27695. 350,000 compounds, 0.35% hits. recombinant APE1, TAMRA/BHQ-2 abasic DNA cleavage fluorescence. Potency, µM (titrated, usually from 65.8 µM), for inactives: at the highest dose activity change, negative = inhibition, actives largely listed as inhibitors;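 also: potency is read from the fitted curve at half-maximal effect; plate controls were vehicle for no effect and reference inhibitor for full effect; nearly all actives have a fitted effect of over 55% in size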
#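 Incision of a quenched TAMRA/BHQ-2 THF abasic-site duplex (50 nM) by 0.75 nM APE1, after 15 min compound preincubation, measured as fluorescence increase over three 60 s reads. Values normalized to buffer, DMSO and NSC13755 control wells.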
# Pol beta inh = DNA polymerase beta (human) inhibition. P06746. Pol beta primer extension/strand displacement, fluorescence kinetic. Potency, µM (highest dose often 114 µM), inactives show at the top dose activity change, negative = inhibition, usual class: inhibitors. 340,000 compounds, 1.3% hits; also: potency is read from the fitted curve at half-maximal effect; % is scaled to controls: 0 for no effect and ±100 for the full control effect
#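 Pol beta (10 nM) was preincubated with compound for 15 min at room temperature. The reaction was then started with 50 nM substrate and read immediately and after a further 10 min at room temperature.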
# Pol kappa inh = DNA polymerase kappa (human) inhibition | Q9UBT6 | purified Pol kappa, fluorescent DNA synthesis assay, 10 min | Potency, µM (titrated, usually from 107 µM), inactives show at the top dose activity, negative = inhibition, usual class: inhibitors | 400,000 compounds, 0.53% hits | AID 588579; also: potency is read from the fitted curve at half-maximal effect; % is scaled to controls: 0 for no effect and ±100 for the full control effect
# Target sequence (Q9UBT6 whole entry, looked up): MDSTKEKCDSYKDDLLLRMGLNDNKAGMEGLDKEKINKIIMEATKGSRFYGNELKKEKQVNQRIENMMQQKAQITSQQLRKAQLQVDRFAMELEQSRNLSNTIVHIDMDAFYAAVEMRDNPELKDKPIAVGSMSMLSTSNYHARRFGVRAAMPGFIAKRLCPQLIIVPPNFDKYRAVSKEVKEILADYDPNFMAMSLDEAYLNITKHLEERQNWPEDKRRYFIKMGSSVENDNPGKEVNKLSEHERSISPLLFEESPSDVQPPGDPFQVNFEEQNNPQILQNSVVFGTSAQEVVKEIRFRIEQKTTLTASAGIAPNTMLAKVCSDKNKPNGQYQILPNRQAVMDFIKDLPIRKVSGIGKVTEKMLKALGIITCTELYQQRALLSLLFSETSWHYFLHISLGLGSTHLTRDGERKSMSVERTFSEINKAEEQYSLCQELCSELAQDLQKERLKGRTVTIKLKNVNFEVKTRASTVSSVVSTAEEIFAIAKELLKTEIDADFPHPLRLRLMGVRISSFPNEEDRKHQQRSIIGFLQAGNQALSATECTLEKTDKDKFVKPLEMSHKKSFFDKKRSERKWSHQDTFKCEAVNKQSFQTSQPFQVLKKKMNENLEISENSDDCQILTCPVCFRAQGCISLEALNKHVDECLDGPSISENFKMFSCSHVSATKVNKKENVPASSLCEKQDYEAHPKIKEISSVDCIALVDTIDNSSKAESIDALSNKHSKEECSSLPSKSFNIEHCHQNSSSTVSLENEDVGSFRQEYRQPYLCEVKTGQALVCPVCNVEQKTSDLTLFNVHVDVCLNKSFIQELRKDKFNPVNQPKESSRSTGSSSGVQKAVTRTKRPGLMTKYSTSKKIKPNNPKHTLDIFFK
#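 10 nM Pol kappa was preincubated with compounds for 15 min at room temperature. Reaction started with 50 nM (final) substrate. Fluorescence read kinetically at 0 and 10 min.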
# TRHR ag = activates the human TRH receptor. 360,000 compounds, 0.18% hits. AID 493084. TRHR cells, calcium flux fluo-8, FDSS agonist mode. activation, % at 2 µM. P34981; in the data active = activation above about 30%; also: 0% is about no effect
#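 TRHR-expressing cells, plated overnight in medium with 10% serum, were loaded with fluo-8 calcium dye at room temperature. After a 10 s baseline, library compound was pin-added and calcium release was recorded kinetically (ex 480/em 530) as agonist response.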
# Anesthetic bind = candidate novel general anesthetic via apoferritin binding | P02791 | apoferritin/1-aminoanthracene competitive binding, fluorescence | Potency, µM (highest dose often 77.5 µM), without a hit: at the top dose activity change, negative = displacement, hits mostly inhibitors | 350,000 compounds, 0.074% hits | AID 485281; also: potency is read from the fitted curve at half-maximal effect; % is scaled to controls: 0 for no effect and ±100 for the full control effect; nearly all actives have a fitted effect of over 20% in size
# Target sequence (P02791 2-175 limits assumed): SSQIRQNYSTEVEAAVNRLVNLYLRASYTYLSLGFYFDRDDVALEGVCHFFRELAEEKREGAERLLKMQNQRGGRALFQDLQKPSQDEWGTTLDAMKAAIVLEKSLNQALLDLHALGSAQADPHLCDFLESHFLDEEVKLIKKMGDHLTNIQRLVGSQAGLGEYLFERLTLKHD
#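 Horse-spleen apoferritin (10 uM) in 50% saturated 1-aminoanthracene in PBS was incubated 10 min at room temperature with compound. Fluorescence (ex 380, em 535 nm) was normalized to free and bound 1-AMA, with concentration-response fitted by a four-parameter Hill equation.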
# ERG-DNA inh = inhibitors of human ERG Ets domain-DNA interaction; Potency, µM (highest dose often 76.9 µM), for inactives: top-dose FP activity, negative = inhibition, hits mostly inhibitors; P11308; AID 624246; fluorescence polarization, His-ERG Ets domain / labelled DNA; 370,000 compounds, 0.028% hits; active = well fitted inhibition curve with a large enough effect in the polarisation, with a control signal flat; inconclusive = small, poorly fitted or top-dose-only effect, or effect the other way, or a change in a side signal; inactive = no such curve, though single readings can be large or run the other way; the % refers to the polarisation;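 also: polarization taken with two DNA probes labelled with fluorescein and Texas red; potency is read from the fitted curve at half-maximal effect; % of control where 0% means no effect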
#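 His-tagged ERG Ets domain (1 uM in the protein solution; 300mM KCl, 50mM Tris-HCl, 1mM EDTA, 1mM DTT, pH 7.5) received compound, then a probe mix of 5 nM fluorescein-DNA and 100nM Texas-615-DNA. Fluorescence polarization was read for both dyes.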
# ALOX12 inh = blocks human arachidonate 12S-lipoxygenase | 580,000 compounds, 1.1% hits | Potency, µM (doses to about 108 µM), without a hit: top-dose activity change, negative = inhibition, hits mostly inhibitors | purified 12hLO, xylenol orange hydroperoxide absorbance; also: potency is read from the fitted curve at half-maximal effect; % is scaled to controls: 0 for no effect and ±100 for the full control effect
#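 Hydroperoxide product was detected by ferrous iron/xylenol orange as the 573 to 405 nm absorbance ratio. Arachidonic acid at 40 uM (final) was turned over for 30 min at room temperature by 150 nM human 12hLO, pH 7.0 Hepes buffer, after 15 min compound preincubation.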
# BLM helicase inh = inhibitors of human Bloom syndrome helicase BLM | recombinant BLM DNA unwinding, fluorescence dequenching | Potency, µM (titrated, usually from 56.1 µM), without a hit: at the highest dose activity change, negative = inhibition, hits mostly inhibitors | 350,000 compounds, 0.2% hits;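 also: potency is read from the fitted curve at half-maximal effect; plate controls were vehicle for no effect and no enzyme for full effect; nearly all actives have a fitted effect of over 35% in size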
# POLI inh = blocks human DNA polymerase iota activity | Potency, µM (titrated, usually from 115 µM), inactives show top-dose activity, negative = inhibition, usual class: inhibitors | Pol iota fluorescent replication assay, 10 min | 390,000 compounds, 1% hits; also: potency is read from the fitted curve at half-maximal effect
#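 Pol iota at 10 nM preincubated 15 min with compounds at room temperature; reaction started with fluorescent substrate, 50 nM final. Fluorescence read kinetically at 0 and 10 min; buffer-only wells as negative control.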
# * marks the source's active call; other numbers are inactive results; u = inconclusive; x = no result given; & = joins results of further samples; [ ] = remark or other dose. Unless noted, calls follow the shape of the dose curve; as a rule, active = well fitted curve in the direction sought with a large enough effect; inconclusive = small, poorly fitted or top-dose-only effect, or another doubt; inactive = no such curve, though single readings can be large; an effect the other way counts as inactive or inconclusive. Some of the compounds tested; count on the stated rates, not on these rows.
SMILES,APEX1 inh,Pol beta inh,Pol kappa inh,TRHR ag,Anesthetic bind,ERG-DNA inh,ALOX12 inh,BLM helicase inh,POLI inh
COc1cccc(NC(=O)C(C)Sc2nnc(C3CC3)n2C2CC2)c1 (stereo not drawn),-10%,x,-25%,-1.2,x,7%,-70%,x,-3%
COc1ccc(OC)c(NC(=O)c2cc3c(=O)n4ccccc4nc3n2C)c1,8%,2%,4%,-0.4,4%,-3%,-10%,0%,13%
CC1CCN(C(=O)CSc2nc(=O)n3ccccc3n2)CC1,6%,x,-7%,-0.3,x,-2%,u,x,24%
O=C(Cc1ccccc1)c1nc2ccccc2s1,4%,11%,-22%,0.3,u,0%,-20%,-30%,61%[activator]
CN1CCN(c2ncnc3ccc(-c4ccccc4C(F)(F)F)cc23)CC1,-4%,x,-1%[60.1 µM],x,x,x,u,8%,x
CCc1ccc(C(=O)OCC(=O)NC2CCCC2)cc1,-3%,u,-8%,-0.2,3%,-1%,u,5%,103%[activator]
Cc1cc(NC(=O)CSc2nc3c([nH]c4ccccc43)c(=O)n2-c2ccccc2)no1,x,19%,-5%[60.1 µM],0.0,56%[activator],2%,-20%,-3%,-2%
O=C(NCCCl)Nc1ccc(Cl)c([N+](=O)[O-])c1,2%,19%,-1%,0.3,-9%,-11%,-17%,-3%,8%
O=[N+]([O-])c1cc(C(F)(F)F)ccc1NN=C1CCCC1,2%,52%,-4%,1.9,-2%,15%,9%,0%,232%[activator]
O=C(/C=C/c1ccc(F)cc1)NC(=S)N1CCN(c2ccccn2)CC1,21%,1%,-1%,-0.1,-21%,-13%,0%,-3%,26%
COc1ccc(S(=O)(=O)NCC2CCCN(C(=O)CSC)C2)cc1 (stereo not drawn),7%,46%,1%,-0.4,-4%,-5%,9%,2%,-4%
C=Cc1ccc(Cn2c(C(=O)O)c(CNCCc3ccccc3)c3ccc(C)cc32)cc1,x,-5%,-1%,0.0,-18%,5%,u,-4%,13%
COc1cc2sc3ccc(-c4ccc(N(C)C)nc4)cc3c(=O)c2cc1OC,x,x,3%,x,x,-1%,-12%,x,u
Cc1ccc(-c2cc(C(F)F)nc(N3CCC(C)CC3)n2)cc1,-1%,-3%,3%,0.4,-5%,-7%,14%,-2%,15%
CCCS(=O)(=O)NCc1cn2cccc(C)c2n1,2%,38%,-14%,0.6,4%,x,-5%,8%,-13%
O=C(O)c1cccc(-c2ccc(/C=N/Nc3ccc([N+](=O)[O-])cc3)o2)c1,-5%,-26%,-19%,70*,-17%,43%[activator],u,-18%,-19%
COCCC(=O)N1CCC(Oc2ccc(C(=O)N(C)C3CCCCC3)cc2)CC1,2%,29%,-12%,0.1,-6%,-5%,27%,-3%,16%
C=C(C)CSc1nc2nc(C)c(Br)cc2[nH]1,0%,1%,x,-0.2,u,x,-6%,-5%,x
O=C(CSc1nnc(COc2ccc3c(c2)CCCC3)o1)Nc1ccc(F)cc1,-1%,-4%,0%,0.8,-5%,-19%,19%,-3%,23%
COc1ccc2c(c1)sc1ncc(C(=O)NCc3cccc(C)c3)c(=O)n12,x,47%,5%,0.3,-6%,7%,-2%,-3%,3%
COC(=O)c1ccc2nc(C)cc(Nc3ccc(N(C)C)cc3)c2c1,u,-1%,-8%,-0.2,-10%,-11%,-15%,3%,-6%
COc1ccc(C(=O)N(CN2CCCC2=O)c2cc(C)on2)cc1OC,-3%,8%,5%,0.1,-6%,-5%,-4%,2%,27%
O=C(NC1CCCCC1)C(c1ccncc1)N(C(=O)Cn1nnc(-c2cccs2)n1)C1CCCC1 (stereo not drawn),6%,1%,-5%,0.5,4%,0%,-7%,-4%,-11%
C[C@@H]1CN([C@H](C)CO)C(=O)c2cccc(NS(=O)(=O)c3ccccc3)c2O[C@H]1CN(C)C,-11%,x,1%,x,x,15%,-8%,x,15%
CS(=O)(=O)c1ccc(NCCc2ccc(S(N)(=O)=O)cc2)c([N+](=O)[O-])c1,51%,12%,1%,-1.9,-11%,-9%,11%,0%,-6%
Cc1ccc(C)c(S(=O)(=O)Nc2ccc3oc(C)c(C(=O)O)c3c2)c1,13µM*,8.9µM*,79µM*,-0.1,-3%,4%,4%,-5%,14µM*
Cc1nc([N+](=O)[O-])c(Br)n1CC(=O)c1ccc(Br)cc1,4%,16%,-12%,-0.1,-20%,6%,u,-3%,u
O=C(NCCCNC(=O)c1cnccn1)c1cccc(Cl)c1,45%,-21%,0%,0.0,-6%,16%,-5%,-5%,22%
O=C(COC(=O)C1CC1)Nc1ncc(C(F)(F)F)cc1Cl,-4%,0%,2%,0.6,-9%,11%,u,-4%,57%[activator]
COc1cccc(-n2c(N)cc(=O)nc2SCC(=O)N2CCN(c3ccccc3)CC2)c1,20%,5%,-3%,0.7,-10%,-10%,0%,-5%,2%
C=C(C)c1cccc(C(C)(C)NC(=O)N(Cc2ccccc2)Cc2ccco2)c1,15%,22%,-1%,-0.7,-15%,9%,1%,-2%,23%
CC(C(=O)OCC(=O)Nc1ccc(S(N)(=O)=O)cc1)N1C(=O)c2ccccc2C1=O (stereo not drawn),10%,x,-12%,x,x,-11%,-15%,x,3%
C=CCc1cccc2cc(C(=O)OCC(=O)c3ccccc3)c(=O)oc12,-1%,36%,-4%,0.9,-14%,-9%,5%,1%,-5%
O=C(CN1CCOCC1)Nc1ccccc1-c1ccccc1,0%,28%,-4%,-0.8,-22%,5%,-18%,-3%,36%[activator]
CC1CC(C)CN(C(=O)CN2C(=O)NC3(CCCCCCC3)C2=O)C1 (stereo not drawn),11%,x,-17%,1.1,x,-11%,176%[activator],x,-34%
CC(C)CNc1nnnc2c1sc1nc(N3CCOCC3)c3c(c12)CC(C)(C)SC3,-5%,8%,0%,-0.7,u,7%,29%,-9%,u
O=C(CCCN1C(=O)C(c2ccccc2)Oc2cccnc21)Nc1ccc(Br)cc1F (stereo not drawn),x,2%,-3%,0.4,5%,-1%,0%,-1%,-14%
O=C(CCCN1C(=O)c2cccc3cccc(c23)C1=O)NC1CCS(=O)(=O)C1 (stereo not drawn),8%,0%,-1%,-0.2,-6%,14%,u,-1%,42%[activator]
O=C(CCNC(=O)c1ccccc1)NC1CCCc2ccccc21 (stereo not drawn),64%,x,2%,-0.3,x,23%,-2%,x,19%
COc1ccc(C(=O)Nc2nc3ccc(S(=O)(=O)N4CCCC4)cc3s2)cc1,x,u,-3%[60.1 µM],0.1,0%,-5%,2%,-1%,-9%

# Compound profiles (already shown). Values in the order: APEX1 inh	Pol beta inh	Pol kappa inh	TRHR ag	Anesthetic bind	ERG-DNA inh	ALOX12 inh	BLM helicase inh	POLI inh
# Entry for `CC(C)CNc1nnnc2c1sc1nc(N3CCOCC3)c3c(c12)CC(C)(C)SC3` → -5%	8%	0%	-0.7	u	7%	29%	-9%	u
# Entry for `O=C(CN1CCOCC1)Nc1ccccc1-c1ccccc1` → 0%	28%	-4%	-0.8	-22%	5%	-18%	-3%	36%[activator]
# Entry for `O=C(COC(=O)C1CC1)Nc1ncc(C(F)(F)F)cc1Cl` → -4%	0%	2%	0.6	-9%	11%	u	-4%	57%[activator]
# Entry for `C[C@@H]1CN([C@H](C)CO)C(=O)c2cccc(NS(=O)(=O)c3ccccc3)c2O[C@H]1CN(C)C` → -11%	x	1%	x	x	15%	-8%	x	15%

# New compounds follow:
SMILES,APEX1 inh,Pol beta inh,Pol kappa inh,TRHR ag,Anesthetic bind,ERG-DNA inh,ALOX12 inh,BLM helicase inh,POLI inh
O=C(NCCCCCCNC(=O)c1ccc(Br)s1)c1ccc(Br)s1,11%,3%,-16%,0.0,5%,-15%,u,-10%,-11%
OCC[C@H]1C[C@@H](O)[C@H](O)[C@]2(CCc3ccccc3CO2)O1,-8%,x,12%,-0.4,x,-12%,2%,x,-6%
CCCCOc1ccc(S(=O)(=O)Nc2cccc(-c3ccc(N4CCOCC4)nn3)c2)cc1,x,-14%,-19%[60.1 µM],0.4,u,1%,-2%,-9%,14%
Cc1cc2nc(C)c(=O)n(C)c2cc1C,-2%,3%,-7%,-0.1,-5%,14%,-8%,0%,178%[activator]
Oc1ccccc1Cn1nnc2ccccc21,16%,-2%,-1%,-0.6,u,-12%,5%,-27%,22%
CCOC(=O)c1c(NC(C)=O)sc2c(OC(C)=O)cccc12,-2%,12%,-8%,0.3,-6%,x,5%,1%,19%
O=C1OC(c2ccccc2)c2ccccc21 (stereo not drawn),-4%,0%,-3%,-0.1,u,5%,-13%,-10%,144%[activator]
O=C(OCCCOc1ccc(F)cc1)c1ccc(O)cc1O,6%,u,-11%,1.5,-21%,15%,u,-5%,21%
Cc1ccc(NC(=O)CSc2nnc(-c3cnccn3)n2Cc2ccco2)cc1,0%,-23%,-7%,-0.1,u,-5%,-10%,-5%,14%
N/C(=N\OC(=O)c1ccc2ccccc2c1)c1ccc(Br)cc1,19%,25%,-2%,-0.1,2%,-14%,2%,1%,-7%
CCc1nc(SCc2ccc(Cl)cc2)n[nH]1,5%,4%,-5%,-0.6,-23%,-4%,2%,-5%,6%
Cc1ccc(C(=O)/C=C/N(C)C)o1,0%,5%,0%,-0.4,-22%,5%,u,-9%,37%[activator]
CCOc1ccccc1CNS(=O)(=O)c1csc(C(N)=O)c1,-7%,17%&4%,8%&-12%,0.2&-0.1,-6%&10%,-2%&-7%,7%&-35%,1%&-9%,31%&19%[activator]
COC(=O)C1=C(C)NC(=S)N(C(C)=O)C1c1ccccc1 (stereo not drawn),5%,1%,-8%,-0.7,-11%,-3%,u,-1%,6%
O=C(NCc1ccncc1)C(=O)NCC(c1ccco1)N1CCN(c2ccccc2F)CC1 (stereo not drawn),4%,-6%,-7%,-0.5,-4%,-5%,1%,2%,27%
